E-sel inducer = E-selectin induction in HUVECs, primary screen, imaging, HUVEC, immunofluorescence imaging, single point. P16581. normalized: neutral wells 0, TNF-alpha wells 100. activation, % at 7.58 µM. 260,000 tested, 0.37% active. AID 686992, 2013;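 active = mean E-selectin-positive cell signal at least 10% of the positive control, reached in at least 60% of replicates, without over 20% cell loss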;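 also: in these data hits start at about 27%; measured in HUVEC primary endothelial cells; signal is the percent of cells scored E-selectin positive by PE staining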
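material = human umbilical vein endothelial cells (HUVEC), E-selectin induction | quantity = 3,000 cells/well | medium = EGM-2 growth medium on 0.1% gelatin-coated wells | technique = immunofluorescence imaging | read-out basis = % PE-positive cells | control set = TNF-alpha positive control, DMSO neutral control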
EWS-Fli block = EWS/Fli-driven NR0B1 reporter inhibitors, primary screen, A673 cells, NR0B1 luciferase, luminescence, MLPCN library; viability-normalised; inhibition, % at 12.6 µM; 350,000 tested, 0.67% active;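 active = mean inhibition of at least 50% after viability correction, with every replicate also passing that limit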;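 also: firefly luciferase signal divided by Alamar Blue viability fluorescence both relative to DMSO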
esBAF inh = Bmi1 luciferase reporter increase in mESCs, primary screen, esBAF inhibitor project, mouse ES cells, Bmi1 luciferase knock-in, single point; 24 h; 100% = twice the neutral-well signal; reporter increase, % at 12.5 µM; 350,000 tested, 2% active; in the data active = activation above about 40%;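 also: 0% = median of the plate's neutral control wells and 100% = double that signal; a rise in the Bmi1 reporter signal indicates esBAF inhibition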
FN deposit inh = inhibitors of fibronectin matrix deposition, primary screen, AH1F cells, Alexa488-fibronectin fluorescence, plate reader. AH1F fibroblasts, overnight. inhibition, % at 12.6 µM. 350,000 tested, 0.086% active;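 active = mean inhibition across replicates of 30% or more, regardless of how many single replicates reach that level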;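 also: positive control wells lacked labelled fibronectin entirely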
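Material: AH1F fibroblast monolayer depositing Alexa488-labelled fibronectin into matrix / Amount: 10000 AH1F cells per well / Signal: fluorescence 485/525 nm / Medium: DMEM, 2% serum / Compound: single dose, pinned / Incubation: 1 h cell adhesion before compound, then overnight fibronectin incubation / Reagent: Alexa488-FN, 24 nM final / Read-out: inhibition of fibronectin deposition signal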
RAD54 branch = inhibitors of human RAD54 branch migration, primary screen, biochemical, fluorescence, single point; DNA repair and recombination protein RAD54-like (Homo sapiens), Q92698; RAD54 Holliday junction branch migration, FAM/BHQ fluorescence; inhibition, % at 10.4 µM; 360,000 tested, 0.14% active; AID 602329, 2012;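 active = mean normalized replicate activity at least 40 and at least half of replicates scoring 40 or more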;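 also: 0% = median of neutral control wells and 100% = median of positive control wells; inhibitors cause a drop in the FAM fluorescence signal; in these data hits start at about 50%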
XiGFP reactiv = activators of inactive X chromosome reactivation, primary screen, imaging, XiGFP fibroblasts, GFP high-content imaging, set 2 | XiGFP mouse fibroblasts, % GFP-positive cells imaging, 3 d; cells co-treated with 5-aza-dC sensitizer; scaled so ellipticine positive control = 100% | activation, % at 7.58 µM | 360,000 tested, 0.055% active;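 active = mean normalized replicate activation at least 10% and every replicate at or above 10%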;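 also: 0% = median of on-plate neutral control wells and 100% = ellipticine 6 µM median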
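assay system = SV40-immortalized XiGFP fibroblast cells, line 68-5-11 | buffer or medium = DMEM plus 5-aza-dC sensitizer | doses = single-point pinned compound dosing | times = 3-day compound exposure, then 15 min fixation at room temperature | benchmarks = positive control ellipticine, 6 µM final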
RAD52 anneal inh = RAD52 DNA annealing inhibitors, primary screen, biochemical, FRET, single point, set 2 | recombinant RAD52 DNA annealing, FRET fluorescence | inhibition, % at 18.7 µM | 360,000 tested, 0.46% active | AID 651710, 2012;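 active = every replicate showing at least 50% inhibition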
Target sequence (P43351 whole entry, looked up): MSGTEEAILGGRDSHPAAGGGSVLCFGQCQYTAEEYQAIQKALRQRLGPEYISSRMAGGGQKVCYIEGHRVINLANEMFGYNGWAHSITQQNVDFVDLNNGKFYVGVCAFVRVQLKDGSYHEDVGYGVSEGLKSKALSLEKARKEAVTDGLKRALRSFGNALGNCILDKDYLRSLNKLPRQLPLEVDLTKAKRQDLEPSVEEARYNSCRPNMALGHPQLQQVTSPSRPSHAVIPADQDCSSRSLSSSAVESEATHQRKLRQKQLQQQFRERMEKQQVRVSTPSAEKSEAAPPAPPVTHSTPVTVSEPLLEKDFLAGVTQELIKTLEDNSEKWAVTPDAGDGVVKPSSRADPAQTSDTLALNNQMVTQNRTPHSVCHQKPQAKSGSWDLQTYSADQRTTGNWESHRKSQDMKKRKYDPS
S100A4 MyoIIA = inhibitors of S100A4-myosin IIA peptide binding, primary screen, biochemical, fluorescence polarization, TAMRA-MyoIIA peptide. Protein S100-A4 (Homo sapiens), P26447. inhibition, % at 10.7 µM. 360,000 tested, 0.14% active. AID 652163, 2013;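 active = mean inhibition of at least 70% across replicates, with every replicate also reaching that level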
Target sequence (P26447 whole entry, looked up): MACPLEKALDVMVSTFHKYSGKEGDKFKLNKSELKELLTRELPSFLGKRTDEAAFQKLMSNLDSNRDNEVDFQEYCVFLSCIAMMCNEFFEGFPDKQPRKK
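Material: S100A4 monomer protein | Medium: HEPES pH 7.2 with CaCl2, KCl, NaCl, DTT, Triton | Reagent: Labelled myosin peptide probe, 5 nM | Doses: One dose per compound | Times: 5 min incubation before reading | Benchmarks: Neutral control DMSO, positive control TFP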
The depositor's hits bear a star; · = no result given; & = joins results of further samples.

Below each SMILES: E-sel inducer	EWS-Fli block	esBAF inh	FN deposit inh	RAD54 branch	XiGFP reactiv	RAD52 anneal inh	S100A4 MyoIIA
1	C[C@H](CO)N1C[C@H](C)[C@@H](CN(C)C(=O)Nc2cccc3ccccc23)Oc2ccc(NS(=O)(=O)c3cccs3)cc2C1=O
    -0.1	12.7	-0.5	-1.5	4.4	-0.7	-9.9	-2.4
2	CCCCNC(=O)CS(=O)Cc1nc(-c2cccc(Cl)c2)oc1C (stereo not given)
    ·	0.1	-0.7	2.4	-4.3	0.1	-1.4	-2.0
3	COC(=O)c1c(-c2cccnc2)csc1NC(=O)c1ccc2c(c1)OCO2
    0.0	·	·	·	-2.8	0.0	-39.7	-6.0
4	CNC[C@@H]1Oc2c(NC(=O)c3cnccn3)cccc2C(=O)N([C@@H](C)CO)C[C@H]1C
    -0.2	-1.9	2.8	-6.9	1.4	-0.3	-13.1	-1.6
5	CCCC(=O)N1CC2(CCN(S(C)(=O)=O)CC2)c2c([nH]c3cc(OC)ccc23)[C@@H]1CO
    -0.3	2.3	·	10.3	·	0.0	-2.0	6.8
6	CCCN1Cc2cccc(C(=O)Nc3cc(OC)cc(OC)c3)c2C1=O
    ·	-5.6	-3.1	·	-5.5	·	-8.1	-2.1
7	CC(NC(=S)Nc1ccc([N+](=O)[O-])cc1)c1ccncc1 (stereo not given)
    0.7	13.3	·	0.3	·	0.0	-10.4	1.9
8	O=c1c2ccccc2nc2c3ccccc3c(NCCO)nn12
    0.9	-39.0	-8.2	-1.9	3.4	0.2	-18.7	7.2
9	COc1ccc(NC(=O)N2C[C@@H](O)COC[C@@H]3O[C@@H](CC(=O)NC4Cc5ccccc5C4)CC[C@H]32)cc1
    0.0	-20.0	0.5	4.6	-3.1	-0.1	2.4	4.9
10	CN[C@H]1C[C@H]2c3[nH]c4ccc(-c5ccc(OC)cc5)cc4c3CCN2C(=O)[C@H]1[C@H](C)O
    0.1	19.6	-5.9	-11.2	-15.5	-0.1	-10.1	-0.3
11	O=C(OCc1cccc([N+](=O)[O-])c1)c1ccc[nH]c1=O
    0.9	-2.1	-6.9	9.3	-2.3	0.5	6.0	14.0
12	C[C@@H]1CCCCO[C@@H](CN(C)S(=O)(=O)c2ccccc2)[C@@H](C)CN([C@H](C)CO)C(=O)c2cc(NS(=O)(=O)c3ccc(F)cc3)ccc2O1
    -0.2	11.3&6.7	9.8&-2.5	-15.2&8.8	6.4&5.4	-0.1&0.1	-48.4&12.1	-0.9&23.8
13	CC1CCCCC1NC(=O)CCCc1nc2ccccc2c(=O)[nH]1 (stereo not given)
    ·	4.4	-6.7	·	7.3	·	-8.3	-10.3
14	O=C(c1ccc(F)cc1)N1CCCCN2[C@H](C1)[C@H](c1ccc(-c3ccccc3)cc1)[C@@H]2CO
    0.4	5.0	·	·	1.4	0.3	8.4	0.5
15	Cc1noc(C)c1NC(=O)Nc1ccc2c(c1)CC(=O)N([C@H](C)CO)C[C@@H](C)[C@H](CN(C)CC1CCCCC1)O2
    0.1&0.0	-3.8&-0.7	-1.5&-3.4	-1.2	8.2&0.9	0.1&0.3	7.4&-0.3	2.8&2.3
16	Cc1c(NC(=S)NC(=O)c2sc3ccccc3c2Cl)cccc1C(=O)O
    -0.2	-47.9	·	-13.3	-2.8	0.3	-7.5	0.4
17	Cc1ccccc1CCNC(=O)c1cc(C2CC2)nc2c1cnn2C(C)C
    -0.4	9.2	-3.7	1.3	0.9	0.4	-18.4	1.5
18	COc1ccc2c3c([nH]c2c1)[C@@H](CO)N(C(=O)c1ccc(F)cc1)CC31CCN(C(=O)NC(C)C)CC1
    -0.3	0.8	·	-4.4	·	0.1	1.5	3.8
19	C[C@H](O)C#Cc1ccc([C@@H]2[C@@H](CO)N3CCCCN(C(=O)c4ccncc4)C[C@@H]23)cc1
    0.5	-9.7	4.6	·	6.1	0.3	5.8	14.2
20	CC(=O)N(C)C[C@H]1Oc2ncc(-c3ccccc3C)cc2C(=O)N([C@H](C)CO)C[C@H]1C
    0.0	-1.4	2.4	-16.8	7.2	0.6	3.6	-7.2
21	N#Cc1ccccc1NC(=S)NC(=O)c1cccs1
    ·	-59.9	45.2*	3.3	-6.2	0.0	-23.3	5.0
22	O=C1C(Cc2ccccc2)Nc2ncnc(N3CCCCC3)c2N1Cc1ccc(Br)cc1 (stereo not given)
    -0.1&0.1	21.5&4.1	-4.1&-3.3	22.1&8.0	-8.2&2.9	0.0&0.0	-46.4&-18.6	8.2&-2.7
23	CNC(=O)Cn1c(C)cc(=O)c2cccc(OC)c21
    -0.4	11.7	·	-5.6	1.7	6.7	-0.8	1.3
24	CC1CCCC(NC(=O)COC(=O)COc2cccc(F)c2)C1C (stereo not given)
    0.0	5.1	-1.6	-2.5	16.3	0.2	-10.9	-1.9
25	CCCCn1cnc2c(c(CC#N)nn2-c2ccccc2)c1=N
    0.2	3.9	1.0	-2.7	·	0.1	-26.9	-2.7
26	CC(C)C[C@H]1COc2cccc(N3CCOCC3)c2S(=O)(=O)N1
    -0.2	0.1	·	5.2	·	-0.2	-7.7	-2.7
27	CCC(=O)Nc1ccc2c(c1)ncn2C
    1.4	-15.5	-1.5	-8.5	-4.7	-0.3	-0.7	3.5
28	Cc1cc(OCC(=O)N2CCN(c3ccc(F)cc3)CC2)c2c(C)cc(=O)oc2c1
    0.5	·	-1.6	-3.4	-0.4	-0.1	-2.8	-1.8
29	CCn1c(SCC(=O)Nc2ccccc2)nc2c(c1=O)SCC2
    ·	-5.3	-0.5	-1.9	4.8	0.0	-3.9	-3.4
30	O=C(Nc1ccccc1-c1ccccc1)c1cccs1
    ·	-0.2	-2.3	-8.6	·	0.0	4.7	14.9
31	CCOc1cc(/C=C/C(=O)OCC(=O)NC2CCS(=O)(=O)C2)ccc1OCc1ccccc1 (stereo not given)
    ·	9.3	·	·	·	0.7	-12.2	-24.4
32	CCCCn1c(SCC(=O)NC2CCS(=O)(=O)C2)nnc1-c1ccc(OC)cc1 (stereo not given)
    -0.7	4.3	-2.2	-1.0	-2.7	0.3	-11.6	-4.5
33	COc1ccccc1NC(=O)Nc1ccnn1C1CCN(C(=O)C2CCOC2)CC1 (stereo not given)
    -0.1	-5.8	-1.2	-0.7	7.2	0.0	-16.3	-9.8
34	Cc1ccccc1C(=O)N[C@H](C(=O)N1CCC[C@H]1C(=O)NCc1ccccc1)c1ccccc1
    0.0	-3.3	·	-10.2	·	0.4	0.3	-21.2
35	COc1ccc(S(=O)(=O)Nc2cccc3c2O[C@@H](CN(C)Cc2ccc4c(c2)OCO4)[C@@H](C)CN([C@H](C)CO)C3=O)cc1
    -0.7	9.3	3.7	·	0.2	0.5	12.4	25.2
36	O=C(COC(=O)c1cnccn1)NCc1ccccc1Cl
    0.1	-5.4	-4.8	-0.3	-2.7	0.1	-15.3	-1.7
37	O=C(NC[C@@H]1[C@@H](c2ccccc2)[C@H](CO)N1C(=O)C1CC1)NC1CCCC1
    0.4	11.4	-6.4	·	0.6	0.0	-17.7	0.7
38	COC(=O)C(N)Cc1ccc(Cl)cc1 (stereo not given)
    -2.5	-1.0	3.3	-9.0	7.3	0.0	-6.9	0.3
39	CCN(c1ccccc1)S(=O)(=O)c1nnc(NC(=O)CC(C)C)s1
    0.2	5.0	-3.7	16.4	3.7	0.2	-11.4	0.6
40	COc1ccc2c(CC(=O)NCc3ccc4c(c3)OCO4)coc2c1
    ·	-0.2	3.6	·	-2.5	·	-23.0	-0.6
41	C(=NN=C(NN=Cc1cccs1)NN=Cc1cccs1)c1cccs1
    -0.1	-5.6	27.4	-6.5	-8.8	0.3	-64.4	0.1
42	CCOC(=O)C1CCCN(C(=O)c2cccnc2Oc2ccccc2)CC1 (stereo not given)
    0.0	-19.8	-3.4	-4.3	-26.3	0.1	-22.1	-1.9
43	CCOc1cc(C(=O)Nc2ccccc2N2CCOCC2)ccc1OCC(=O)N1CCOCC1
    1.4	-3.2	-4.4	3.1	5.8	-0.1	3.1	5.5
44	COc1ccc(-c2nc(N)c(C#N)c(-c3cccnc3)c2C)cc1
    -0.1	10.7	·	8.5	4.3	0.2	-16.6	1.6
45	CCNC(=S)Nc1cccc(NC(=O)c2ccccc2O)c1
    ·	7.9	3.2	4.5	-2.7	-0.1	-14.4	-24.9
46	O=C(NCCC1CCCC1)C1CCC(=O)N(CCCN2CCCC2=O)C1 (stereo not given)
    0.3	-2.6	1.5	7.7	-2.2	0.1	-4.1	5.9
47	CCc1nnc(NS(=O)(=O)c2ccc(NC(=O)CCC(=O)O)cc2)s1
    -0.1	7.9	-2.1	2.6	-4.8	0.1	-6.2	4.7
48	O=C(Cc1ccccc1)N/N=C/C=C/c1ccccc1[N+](=O)[O-]
    -0.3	-69.9	·	-12.5	2.8	0.1	-5.5	-5.2
49	COc1ccc(/C=N/NC(=O)c2cccnc2)cc1CSc1ccccn1
    ·	17.5	-53.1	-6.7	-4.0	0.0	-15.2	1.0
50	CS(=O)(=O)NN1C(=O)c2ccccc2NC1c1cc2ccccc2nc1Cl (stereo not given)
    0.0	-22.4	89.3*	4.9	·	0.4	-5.7	-5.1
51	O=C(C[C@@H]1C=C[C@H](NC(=O)C2CCC2)[C@H](CO)O1)NCC1CC1
    0.8	-3.6	-1.2	-7.2	2.1	-0.2	-3.0	8.6
